Assay outcomes as filed in PubChem BioAssay.
IL-2 act: qHTS of IL-2 Activators | actives 0.065% (n = 360,000) | IL-2 activation reporter assay, cell-based qHTS; stimulated with anti-CD3/CD4/CD28 beads; in transgenic mouse T cells | AID 652025, 2013 | activation, % (series mostly up to about 46 µM); in the data active = activation above about 50%; inconclusive = mostly about 30% to 49%; note: 0% is about no effect
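Readout is EGFP and DsRed signal by fluorescent plate cytometry after 18 h at 37 degrees C. Transgenic mouse T cells (750/well) received compound for 60 min before bead stimulation (anti-CD3, anti-CD4, anti-CD28); memory T cells served as non-tolerant control.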
aSyn rescue: qHTS of alpha-syn Inhibitors; Yeast expressing alpha-synuclein, growth rescue, BacTiter-Glo, 24 h; Potency, µM (titrated, usually from 46.1 µM), for inactives: top-dose growth rescue (activation), hits mostly activators; actives 0.14% (n = 370,000); note: potency is the fitted concentration of half-maximal effect; % of control where 0% means no effect; nearly all actives have a fitted effect of over 65% in size
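Screening used galactose-induced yeast with toxic alpha-synuclein levels, exposed to compound for 24 hr at 30 deg C. Cell growth, read with BacTiter-Glo luminescence, gave the measured signal.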
FUS suppressor: qHTS for Suppressors of FUS Proteinopathy: Primary screen using FUS-linked yeast assay; S. cerevisiae FUS-expressing, growth rescue, OD600, 24 h; Potency, µM (highest dose often 76.6 µM), without a hit: at the top dose growth rescue (activation), usual class: activators; actives 0.24% (n = 390,000); AID 1347120, 2019;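 note: potency is the fitted concentration of half-maximal effect; plate controls were DMSO vehicle for no effect and reference control for full effect; nearly all actives have a fitted effect of over 55% in size; some results filed as inactive show a strong effect at the top dose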
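Cultures pregrown in 2.5% raffinose medium are shifted to minimal medium containing 2% galactose to express toxic FUS. Compounds are tested at several concentrations. After 24hr at 30C, growth is quantified at 600 nm absorbance.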
PI5P4Ka inh: qHTS for Inhibitors of phosphatidylinositol 5-phosphate 4-kinase (PI5P4K); max response, %; PI5P4Kalpha enzyme, ADP-Glo luminescence, 60 min; active compounds read low; actives 1.2% (n = 330,000); active = max response of -50% or lower; inconclusive = between -30% and -50%; inactive = -30% or higher; note: value at the top dose of about 77 µM; % is set by controls: 0 for no effect and ±100 for the full control effect
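Controls without substrate or without enzyme flank wells where PI5P4Kalpha converts substrate using 5 microM ATP (final). Incubation lasts 60 minutes at room temperature; ADP formed is read by ADP-Glo luminescence.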
EPAC1 ag: qHTS for Agonist of cAMP-regulated guanine nucleotide exchange factor 3 (EPAC1): primary screen; EPAC1 agonist qHTS, biochemical assay; response scale: 100% = response to 6.5 mM cAMP; Potency, µM (doses to about 154 µM), for inactives: at the highest dose activation, most hits filed as activators; actives 0.073% (n = 360,000); AID 720707, 2013; note: potency is the fitted concentration of half-maximal effect; nearly all actives have a fitted effect of over 60% in size
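Nucleotide exchange by EPAC1 (100 nM) on Rap1B–BODIPY-GDP (250 nM) in the presence of 50 uM GDP is tracked fluorescently at 480/540 nm over 30 min. Signals are normalized to a 6.5 mM cAMP control.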
EPAC1 antag: qHTS for Antagonist of cAMP-regulated guanine nucleotide exchange factor 3 (EPAC1): primary screen; Rap guanine nucleotide exchange factor 3 (Homo sapiens), O95398; EPAC1 GEF assay, Rap1b-BODIPY-GDP exchange fluorescence; Potency, µM (doses to about 115 µM), for the others: top-dose activity change, negative = inhibition, usual class: inhibitors; actives 0.14% (n = 360,000); AID 720709, 2013;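 note: potency is the fitted concentration of half-maximal effect; plate controls were vehicle for no effect and positive control for full effect; nearly all actives have a fitted effect of over 50% in size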
PLK1 PBD block: qHTS for Inhibitors of PLK1-PDB (polo-like kinase 1 - polo-box domain): Primary Screen; Serine/threonine-protein kinase PLK1 (Homo sapiens), P53350; Plk1 PBD binding of FITC phosphopeptide, fluorescence polarization; Potency, µM, for the others: max response, negative = inhibition, most hits filed as inhibitors; actives 2.8% (n = 360,000); AID 720504, 2013; note: potency is the fitted concentration of half-maximal effect; series mostly up to about 57 µM; % is set by controls: 0 for no effect and ±100 for the full control effect; nearly all actives have a fitted effect of over 65% in size
Abeta yeast res: qHTS for compounds that reverse cellular toxicity of Amyloid beta (A-beta) peptide in yeast: Primary Screen | yeast expressing A-beta42, growth rescue, OD600, 48 h; response scale: 0% DMSO, 100% iron-clioquinol control | Potency, µM (highest dose often 46.1 µM), inactives show at the highest dose growth rescue, hits mostly activators | actives 0.063% (n = 410,000) | AID 1347071, 2019; note: potency is the fitted concentration of half-maximal effect; nearly all actives have a fitted effect of over 55% in size
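Growth rescue measured by 600 nm absorbance after 48 h yeast culture at 30 C with compound. Values normalized between DMSO and an equimolar ferric chloride plus clioquinol control.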
WRN inhibitor: qHTS for Inhibitors of WRN Helicase; actives 0.46% (n = 360,000); AID 651768, 2012; WRN helicase unwinding, fluorescent forked duplex, kinetic; Potency, µM (titrated, usually from 114 µM), without a hit: at the top dose activity change, negative = inhibition, usual class: inhibitors; note: potency is the fitted concentration of half-maximal effect; % is set by controls: 0 for no effect and ±100 for the full control effect; nearly all actives have a fitted effect of over 55% in size
Target sequence (Q14191 whole entry, looked up): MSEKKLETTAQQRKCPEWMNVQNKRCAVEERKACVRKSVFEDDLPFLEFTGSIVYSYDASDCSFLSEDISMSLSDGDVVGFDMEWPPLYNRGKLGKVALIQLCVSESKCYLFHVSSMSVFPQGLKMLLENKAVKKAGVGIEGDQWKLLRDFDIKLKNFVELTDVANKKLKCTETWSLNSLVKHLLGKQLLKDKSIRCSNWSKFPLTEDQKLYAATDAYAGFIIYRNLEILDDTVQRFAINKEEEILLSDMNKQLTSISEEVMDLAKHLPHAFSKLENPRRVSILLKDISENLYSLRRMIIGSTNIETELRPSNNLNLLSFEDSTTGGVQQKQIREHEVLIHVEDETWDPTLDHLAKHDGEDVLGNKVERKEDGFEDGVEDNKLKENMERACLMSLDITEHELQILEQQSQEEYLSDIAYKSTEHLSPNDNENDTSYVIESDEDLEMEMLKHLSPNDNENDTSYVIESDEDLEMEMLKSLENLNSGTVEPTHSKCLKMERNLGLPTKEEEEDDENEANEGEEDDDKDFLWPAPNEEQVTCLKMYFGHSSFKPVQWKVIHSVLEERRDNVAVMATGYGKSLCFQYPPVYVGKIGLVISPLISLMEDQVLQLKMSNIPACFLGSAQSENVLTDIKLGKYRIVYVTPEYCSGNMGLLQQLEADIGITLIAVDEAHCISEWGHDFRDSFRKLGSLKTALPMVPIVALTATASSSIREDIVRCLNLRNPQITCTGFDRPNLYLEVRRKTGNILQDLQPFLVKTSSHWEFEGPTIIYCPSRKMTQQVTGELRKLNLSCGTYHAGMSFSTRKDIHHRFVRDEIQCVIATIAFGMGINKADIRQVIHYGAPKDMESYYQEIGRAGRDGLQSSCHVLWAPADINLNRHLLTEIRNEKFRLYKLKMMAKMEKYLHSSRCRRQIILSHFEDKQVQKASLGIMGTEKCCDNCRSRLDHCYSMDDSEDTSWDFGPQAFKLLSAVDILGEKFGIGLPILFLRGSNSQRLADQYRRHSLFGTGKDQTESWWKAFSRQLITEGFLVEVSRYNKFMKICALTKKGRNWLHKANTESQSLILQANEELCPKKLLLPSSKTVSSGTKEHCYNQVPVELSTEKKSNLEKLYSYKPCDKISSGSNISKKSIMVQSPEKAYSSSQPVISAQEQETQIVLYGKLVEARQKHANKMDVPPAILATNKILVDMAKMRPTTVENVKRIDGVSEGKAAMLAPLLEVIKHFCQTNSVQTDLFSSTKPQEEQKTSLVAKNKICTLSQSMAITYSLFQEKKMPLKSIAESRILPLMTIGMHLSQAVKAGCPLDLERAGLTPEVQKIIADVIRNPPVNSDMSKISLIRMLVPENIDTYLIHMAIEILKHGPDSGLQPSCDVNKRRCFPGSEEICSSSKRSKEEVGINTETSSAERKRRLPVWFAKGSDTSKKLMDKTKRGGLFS
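Kinetic red-fluorescence monitoring (525/598 nm) tracks WRN helicase activity after 100 nM fluorophore-quencher forked duplex and 2 mM ATP are added to 20 nM enzyme pretreated 15 min at room temperature with compound.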
Starred values were filed as active, the others as inactive; ? = inconclusive; · = no result given; [ ] = another dose, or the depositor's remark. Unless noted, calls come from the whole dose curve; as a rule, active = well fitted curve in the direction sought with a large enough effect; inconclusive = small, poorly fitted or top-dose-only effect, or another doubt; inactive = no such curve, though single readings can be large; an effect the other way counts as inactive or inconclusive. Compounds were not picked by outcome; overall some 4.1% were active at least once.

SMILES	IL-2 act	aSyn rescue	FUS suppressor	PI5P4Ka inh	EPAC1 ag	EPAC1 antag	PLK1 PBD block	Abeta yeast res	WRN inhibitor
COc1cccc(NC(=O)C2(C)CCN2Cc2ccc(OC(C)C)cc2)c1 (stereo not given)	0.6	2.2%	-2.8%	13.2	-6.8%	-18.5%	5.4%	8.5%	-2.1%
CC(C)CC(=O)NC1(C(F)(F)F)C(=O)N(CC(C)C)C2=C1C(=O)CC(C)(C)C2 (stereo not given)	1.4	-0.1%	-5.8%	9.5	-1.5%	2.5%	-4.7%	-1.0%	1.5%
O=C(CNC(=O)c1ccco1)OC(C(=O)c1ccccc1)c1ccccc1 (stereo not given)	0.9	-0.3%	3.7%	-6.1	5.4%	3.3%	-5.2%	-14.3%	-16.8%
O=C(/C=C\c1ccc(-c2ccccc2)o1)c1ccccc1	0.7	1.7%	15.2%	-0.8	12.9%	-9.9%	-3.1%	-21.6%	-33.1%[57.1 µM]
C/C(=N/NC(=O)Cc1cc(=O)[nH][nH]1)c1ccc([N+](=O)[O-])cc1	0.2	-0.6%	6.9%	-11.7	1.9%	21.6%	-3.6%	-7.9%	2.7%
Cc1ccccc1NS(=O)(=O)c1ccc(NC(=O)c2nc3ncccn3n2)cc1	3.5	-1.0%	-9.9%	·	12.0%	5.4%	-1.9%	14.5%	-10.7%
CNC(=S)N/N=C/c1cn(Cc2ccc(C)cc2)c2ccccc12	-2.7	-4.4%	·	0.0	4.2%	-14.5%	-13.1%	4.2%	-6.4%
COc1ccc(S(=O)(=O)N2CC(C(=O)O)Oc3ccc(CC(=O)O)cc32)cc1 (stereo not given)	2.5	1.8%	4.0%	2.9	21.1%	-17.9%	-3.8%	1.2%	-3.4%
Cc1nc2c(ncn2-c2ccccc2)c(=O)n1NC(=O)CN1CCCC1	-0.6	2.3%	13.8%	1.3	-11.0%	10.7%	2.7%	-10.9%	-5.5%
CCOC(=O)[C@]12CCCC=C1N(Cc1ccc(Cl)cc1Cl)C(=O)[C@H](CC(=O)NCCCN1CCCC1=O)C2	1.2	3.3%	?	3.6	-0.4%	1.8%	-13.0%	3.6%	0.2%
CCOc1ccc2ccccc2c1/C=N/n1cncn1	1.6	10.7%	13.8%	·	2.7%	1.8%	0.8%	4.7%	7.5%
COc1cccc(CN2CC(C(=O)NCCOc3ccccc3F)CCC2=O)c1 (stereo not given)	-0.2	-4.4%	-3.3%	0.7	-8.0%	8.4%	33.6µM*	7.6%	-1.7%
OCCCc1cn(-c2ccccc2)c2ccccc12	-2.3	24.0%	13.3%	19.0	4.4%	-9.5%	0.4%	5.8%	-2.7%
CN1C=C(C(F)(F)F)C=C/C1=C(\C#N)c1nnc2n1CCCCC2	-1.1	5.5%	-4.9%	·	6.1%	4.1%	-13.0%	-4.4%	-5.3%
Cc1nn(-c2ccccc2)c(N2CCCC2)c1/C=N/NC(=O)c1cc2ccccc2cc1O	0.4	7.4%	35.5%	-23.6	23.8%	10.3%	14.4%	19.5%	?
Cc1ccccc1NC(=O)CSc1n[nH]c(-c2ccccn2)n1	1.0	5.5%	0.3%	-5.3	-6.0%	-0.5%	3.2%	3.2%	-2.3%
CCC1CCCCN1CCCNC(=O)CCNC(=O)Cn1cnc2ccccc2c1=O (stereo not given)	-0.2	-3.0%	3.7%	3.4	2.4%	-2.2%	-12.7%	-1.6%	-2.5%
CCCCn1c(N)c(N(CCOC)C(=O)C2CCN(S(=O)(=O)c3ccc(C)c(C)c3)CC2)c(=O)[nH]c1=O	-0.2	0.9%	2.2%	-2.6	-51.0%[inhibitor]	7.0%	-3.5%	4.9%	-7.1%
CCOC(=O)NC(=O)CSc1nnc(SCCC(=O)O)s1	0.1	-3.8%	·	-1.0	5.8%	8.4%	2.6%	-13.9%	-19.3%
COc1ccc(Cl)cc1N1C(=O)CC(N2CCN(S(=O)(=O)c3ccccc3F)CC2)C1=O (stereo not given)	0.0	15.6%	7.8%	9.0	1.2%	5.3%	-3.5%	6.0%	-6.9%
CCCCCC(=O)Nc1cccc(C2=NOC3(C2)C[C@@H](C(N)=O)N(C(=O)c2ccc(OC)cc2)C3)c1 (stereo not given in full)	-0.5	6.2%	32.7%	1.3	10.9%	-4.2%	0.4%	5.3%	-0.6%
Cc1ccsc1C(=O)NN=C1CCCCCC1	-4.2	-4.8%	-5.4%	0.7	16.1%	-7.7%	-18.2%	4.1%	2.9%
Cc1ccc(/C=N/Nc2nnc(Cl)c3ccccc23)cc1	-0.6	12.7%	42.3%	22.2	0.9%	-29.6%	-16.4%	-22.4%	-18.3%
COCCNC(=O)CN1CCCCCC1	1.4	-2.1%	-6.6%	2.5	0.8%	0.5%	-6.3%	5.7%	4.6%
CC(C)(O)C#Cc1ccc(N2C(c3ccsc3)=Cc3ccc(F)cc3C2c2c[nH]c3ccc(C#N)cc23)cc1 (stereo not given)	-0.3	-0.3%	33.1%	0.0	6.4%	3.1%	-7.4%	-4.1%	4.6%
COc1ccc(CNS(=O)(=O)c2ccc(F)c(C(=O)Nc3ccc(OC)cc3)c2)cc1	2.1	-5.0%	6.2%	-3.5	-15.3%	-2.8%	5.4%	3.4%	0.5%
CC1(C)CC(=O)CC(=NCC(=O)O)C1	1.6	-5.8%	-3.0%	·	7.5%	-1.2%	-7.6%	19.4%	3.0%
O=C(NCC(c1cccnc1)N1CCN(c2ccc(F)cc2)CC1)C1CCCCC1 (stereo not given)	0.4	2.7%	1.8%	8.9	1.9%	-1.6%	-1.2%	12.3%	0.0%
CCCCCCc1cc2cc(-c3nnc(-c4cc(OC)c(OC)c(OC)c4)o3)c(=O)oc2cc1O	14.0	-2.7%	3.9%	·	7.8%	5.4%	-3.3%	4.7%	-9.6%
CN(C)CCCN(C(=O)C1COc2ccccc2O1)c1nc2cc3c(cc2s1)OCO3 (stereo not given)	-0.6	-6.4%	22.6%	4.9	0.2%	9.2%	-6.3%	12.4%	3.0%
COc1cc(/C=N/Nc2ccccc2[N+](=O)[O-])cc(OC)c1O	-0.3	-9.0%	0.8%	5.6	2.4%	7.1%	-5.7%	-1.6%	-1.2%
C/C(=C\c1ccco1)C1C(C#N)=C(N)Oc2n[nH]c(-c3ccc(C)cc3)c21 (stereo not given)	-3.1	-5.7%	6.3%	·	1.8%	-4.1%	-7.8%	4.3%	-10.2%
Cc1oc(C(=O)O)cc1COc1cccc2ccccc12	-0.5	2.1%	-5.4%	1.1	12.0%	10.4%	-12.2%	-4.6%	7.0%
COc1cccc(C(=O)NCCNC(=O)c2cnccn2)c1	0.1	-9.0%	7.4%	0.3	5.9%	-20.5%	-15.4%	-4.2%	-3.6%
Cc1cccc(OCC(=O)Nc2ccccc2-c2ccccc2)c1	0.4	1.2%	·	23.6	3.8%	-8.3%	-5.1%	-3.4%	3.1%
COc1ccc(C(C)(O)c2nc(-c3ccc4c(c3)OCO4)cs2)cc1 (stereo not given)	-0.4	?	15.5%	-2.3	-2.1%	12.9%	-8.0%	?	-6.4%
CCOC(=O)C1(CCCc2ccccc2)CCN(C(=O)c2ccoc2)CC1	-3.8	5.1%	18.7%	2.0	4.0%	8.4%	-1.0%	5.1%	-4.5%
CCCCN1C(=O)C(=O)N(CC(=O)Nc2ccccc2C(=O)OCC)C1=O	-1.9	1.4%	15.5%	-4.2	2.7%	6.4%	-7.4%	0.5%	-3.3%
Cc1ccccc1Nc1n[nH]c(C)c1[N+](=O)[O-]	-0.2	-12.4%	·	10.4	-14.1%	-8.6%	-7.3%	-7.7%	4.2%
CN(CC(=O)Nc1ccccc1Br)C(=O)CN1CCN(c2ccccc2Cl)CC1	-3.8	0.8%	·	9.1	-7.1%	-15.7%	-9.1%	-8.6%	-16.5%

Brought forward from above: 2 entries, followed by the next part.
SMILES	IL-2 act	aSyn rescue	FUS suppressor	PI5P4Ka inh	EPAC1 ag	EPAC1 antag	PLK1 PBD block	Abeta yeast res	WRN inhibitor
Cc1ccccc1Nc1n[nH]c(C)c1[N+](=O)[O-]	-0.2	-12.4%	·	10.4	-14.1%	-8.6%	-7.3%	-7.7%	4.2%
CN(CC(=O)Nc1ccccc1Br)C(=O)CN1CCN(c2ccccc2Cl)CC1	-3.8	0.8%	·	9.1	-7.1%	-15.7%	-9.1%	-8.6%	-16.5%
CCC(C)NS(=O)(=O)c1ccc(NC(=O)C2CCN(C(=O)c3ccco3)CC2)cc1 (stereo not given)	-0.1	2.1%	13.9%	7.4	-4.6%	-6.7%	2.5%	-8.1%	1.2%
Cc1cc(=O)oc2cc(OCC(=O)N3CCN(c4ccccc4)CC3)c(Cl)cc12	1.1	3.9%	-8.9%	-1.5	13.5%	-14.3%	8.6%	9.3%	4.8%
CC(=O)N(C)C1=C(N2CCOCC2)C(=O)c2ccccc2C1=O	-6.1	-9.7%	-0.7%	·	-5.7%	0.7%	-8.8%	-76.0%[inhibitor]	6.6%
O=C(CCc1nc2ccccc2c(=O)[nH]1)NNC(=O)COc1cccc(F)c1	1.0	-9.2%	0.7%	-0.9	2.4%	0.0%	-11.6%	-3.4%	-4.4%
